# AID inhibitor: Primary qHTS assay for inhibitors of Activation Induced Cytidine Deaminase (AID): AID signal; Single-stranded DNA cytosine deaminase (Homo sapiens), Q9GZX7; AID deamination FRET fluorescence, UDG-coupled, 4 h; Potency, µM (top dose mostly 115 µM), inactives show at the top dose activity change, negative = inhibition, most hits filed as inhibitors; 0.32% of 91,000 active; further: nearly all actives have a fitted effect of over 25% in size
# Target sequence (Q9GZX7 whole entry, looked up): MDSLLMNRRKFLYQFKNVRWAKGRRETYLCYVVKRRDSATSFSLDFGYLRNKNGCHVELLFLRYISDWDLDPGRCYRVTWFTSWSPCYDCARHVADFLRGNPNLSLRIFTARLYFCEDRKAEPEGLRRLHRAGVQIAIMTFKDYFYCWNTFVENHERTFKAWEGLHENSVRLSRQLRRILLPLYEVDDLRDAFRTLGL
# UDG counterscr: Primary qHTS assay for inhibitors of Activation Induced Cytidine Deaminase (AID): UDG Counterscreen signal; FRET deamination/UDG coupled assay, UDG read, 4 h; Uracil-DNA glycosylase; AID 1347430, 2020; 0.14% of 91,000 active; Potency, µM (doses to about 115 µM), inactives show at the top dose activity change, negative = inhibition, usual class: inhibitors; further: nearly all actives have a fitted effect of over 65% in size
# An asterisk follows results filed as active; ? = inconclusive; & = joins results of further samples; ! = a repeat was not active; [ ] = remark or other dose. The call rests on the fitted dose curve; in most records, active means well fitted curve in the direction sought with a large enough effect; inconclusive means small, poorly fitted or top-dose-only effect, or another doubt; inactive means no such curve, though single readings can be large; an effect the other way counts as inactive or inconclusive. On the % scale 0 is the no-effect control and ±100 the full control effect; potency means the concentration at half of the fitted maximal effect. A portion of the library (hit frequency here may not be typical).
nr	smiles	AID inhibitor	UDG counterscr
1	O=[N+]([O-])c1cc(-c2nc(-c3ccccc3)no2)ccc1N1CCCC1	-1%	8%
2	O=C(O)CCCC(=O)c1ccccc1	0%	0%
3	CCc1c(C)sc(NC(=O)c2ccc(F)cc2)c1C#N	4%	-4%
4	Clc1ccc(-c2nc3ccccc3o2)cc1	4%	3%
5	CCCCCCCCc1ccc(-c2ccc(C(=O)O)cc2)cc1	89µM*!	-3%&-3%
6	COc1ccccc1NC(=O)Cn1c(=O)n(-c2cccc(Cl)c2)c(=O)c2c1c1cc(C)ccc1n2C	19%	?
7	COC(=O)c1ccc(NC(=O)CC2C(=O)N(c3ccc(C)cc3)C(=O)N2Cc2ccc(OC)cc2)cc1 (configuration not stated)	5%	4%[57.5 µM]
8	CCOC(=O)N1CCN(Cc2nc3cc(NC(=O)c4ccccc4[N+](=O)[O-])ccc3n2C(C)C)CC1	3%	-4%
9	CCN(CC)C(=O)CN1CCN(C(=O)c2cc(-c3ccccc3)n[nH]2)CC1	-1%	-1%
10	COc1nnc(-c2ccc(N3CCCCC3)c(NC(=O)c3ccccc3)c2)c2ccccc12	?	-1%

# (more compounds)
nr	smiles	AID inhibitor	UDG counterscr
11	COc1cc(/C=C(\C#N)c2nc3ccccc3[nH]2)cc(I)c1OC	-3%	2%
12	COc1cc(C)ccc1OCCSc1nc2ccc(NC(=O)c3cccs3)cc2s1	12%	55%[activator]
13	Cc1ccc(C=O)n1-c1ccncc1	14%	13%
14	Cc1ccc(Cl)cc1NC(=O)NCCCN(C)CC(F)(F)F	5%	9%
15	Cc1cc(C)cc(N2C(=O)CS(=O)(=O)C23C(=O)N(C)c2ccccc23)c1 (configuration not stated)	26%	0%
16	COc1cccc(/C=C/c2nc3ccccc3s2)c1OC(F)F	-4%	-12%
17	Cc1nn(Cc2ccc(Cl)cc2)c(C)c1NS(=O)(=O)c1c(C)nn(C(F)F)c1C	-8%	2%
18	Cc1ccncc1C(=O)O	2%	-8%
19	COc1ccc(C2CC(=O)c3cc(-c4nc(-c5ccc(C)cc5)cs4)c(=O)[nH]c3C2)cc1 (configuration not stated)	96%[activator]	-4%
20	CCCCCCOc1ccc(C2C(=O)N(C3CCCCC3)CC(=O)N2CCCC)cc1 (configuration not stated)	-26%	-4%

# Record cards, from the list above:
# COc1cccc(/C=C/c2nc3ccccc3s2)c1OC(F)F as listed: AID inhibitor: -4%; UDG counterscr: -12%
# Cc1ccc(Cl)cc1NC(=O)NCCCN(C)CC(F)(F)F as listed: AID inhibitor: 5%; UDG counterscr: 9%

# (more compounds)
nr	smiles	AID inhibitor	UDG counterscr
21	COc1cc(NC(=O)Cn2c(SCc3ccc(F)cc3)nc3cccnc32)cc(OC)c1	5%	-5%[57.5 µM]
22	Cc1cc2c(n1-c1ccc(C(=O)NCC(C)c3ccccc3)cc1)CCCC2 (configuration not stated)	2%	-10%
23	CC12CC3CC(C)(C1)CC(NCc1ccc(C(=O)O)cc1)(C3)C2	-4%	-7%
24	COc1ccc(N2CC(NC(=O)COc3ccccc3C)CC2=O)cc1OC (configuration not stated)	-15%	-3%
25	O=C(/C=C/c1cccc([N+](=O)[O-])c1)c1cccc2ccccc12	-10%	3%
26	CCOCCc1nn2c(=O)cc(COC(=O)CNC(=O)c3ccc(C(C)(C)C)cc3)nc2s1	12%	?
27	COc1ccc(C)cc1-n1nnc(-c2nc(-c3ccccc3C)no2)c1N	-19%	4%
28	CCc1ccc2oc(C(=O)Nc3ccc(C)cc3)cc(=O)c2c1	7%	4%
29	O=C(NCc1ccncc1)c1cc(-c2ccc(Cl)cc2)nc2ccccc12	-3%	8%
30	Cc1ccccc1-n1nnnc1SCC(=O)Nc1ccc2nccnc2c1	2%	-4%

# Carrying on.
nr	smiles	AID inhibitor	UDG counterscr
31	O=C(CCc1nc(-c2ccccc2)c(-c2ccccc2)o1)N1CCN(C(=O)C2CC2)CC1	?	-4%
32	CCOc1ccc(/C=C2/NC(=O)NC2=O)cc1Br	0%	5%
33	Cc1cc2oc(=O)cc(CN3CCN(C(=O)C4COc5ccccc5O4)CC3)c2cc1C(C)C (configuration not stated)	-7%	-6%
34	CCOC(=O)c1cnc2c(C)c(Cl)ccc2c1NCCc1ccccc1	-9%	?
35	COc1ccccc1CNC(=O)C1CCCN(C(=O)c2cnn(-c3ccc(F)cc3)c2-n2cccc2)C1 (configuration not stated)	-14%	5%
36	O=C(/C=C/c1c(Cl)cccc1Cl)NC(C1CC1)C1CC1	-2%	5%
37	Cc1ccc(-c2c(C)n3c4c(=O)n(C)c(=O)n(C)c4nc3n2CCO)cc1	-7%	-7%
38	CC(=O)c1ccc(N2CCN(c3ncnc4c3cnn4C)CC2)cc1	-3%	13%
39	Cc1[nH]c2ccccc2c1CC(=O)NC1CCS(=O)(=O)C1 (configuration not stated)	4%	7%
40	Cc1ccc(CNC(=O)CSC2=Nc3ccccc3N=C(c3ccc(F)cc3)C2)cc1	3%	0%

# Next part
nr	smiles	AID inhibitor	UDG counterscr
41	O=C(CCc1nc2ccccc2o1)NC1CCCCC1	7%	-3%
42	N#C/C(=C\c1ccc(-c2cc(Cl)ccc2Cl)o1)C(=O)Nc1ccccc1C(=O)O	?	-21%
43	Cn1cc(S(=O)(=O)N2CCc3ccccc32)cc1C(=O)Nc1ccccc1F	-10%	-8%
44	CN(C)CCCNC(=O)C1CCCN(c2ncnc3nc[nH]c23)C1 (configuration not stated)	2%	3%
45	Cc1ccc(NC(=O)C(=O)NCCN2CCN(S(=O)(=O)c3ccc(F)cc3)CC2)cc1C	-5%	-3%
46	Cc1ccc(/C=N/NC(=O)c2csc3ccccc23)s1	2%	9%
47	CC(C)NC(=O)c1cc(C(C)C)[nH]n1	-6%	-7%
48	Cc1ccc(Nc2nc(NCCc3ccccc3)nc3c2cnn3C)cc1C	?	?
49	CN(C)S(=O)(=O)N(CC(=O)NCCSc1ccccc1)c1ccccc1	-5%	-3%
50	CCOC(=O)c1cnc2c(C)cc(C)cc2c1NCCc1ccc(OC)c(OC)c1	6%	3%

# Remaining list, next part
nr	smiles	AID inhibitor	UDG counterscr
51	N#Cc1cccc(NC(=O)C2CCN(c3ncccn3)CC2)c1	-3%	-4%
52	COc1ccc(-c2nnc(SCC(=O)NC3CCCC3)nc2-c2ccc(OC)c(OC)c2)cc1OC	?	?
53	Cc1nn(C(C)C)c(C)c1NC(=O)c1cc2occc2n1Cc1ccccc1Cl	2%	0%
54	Fc1ccc(CNC2=NCCNC23CCCCCC3)cc1	-9%	1%
55	O=c1cc(CN2CCCCC2)c2cc(O)ccc2o1	6%	-12%
56	CCCS(=O)(=O)N1CC(=O)N(c2ccc(C)c(Cl)c2)C(C)(C(=O)NC2CCCCCC2)C1 (configuration not stated)	1%	-7%
57	COc1ccc(C(=O)Nc2ccc3oc(-c4cccc5c(Br)cccc45)nc3c2)cc1	3%	-1%
58	CC(C)(C)c1ccc(C(=O)NCC(c2cccnc2)N2CCc3ccccc3C2)cc1 (configuration not stated)	?	-27%
59	CCCCc1nn2c(=O)cc(COC(=O)c3cccc(NC(=O)c4cccc(Cl)c4)c3)nc2s1	-8%	-15%
60	COc1ccccc1CNS(=O)(=O)c1c(C)nc2scc(C)n2c1=O	-20%	24%

# Next part.
nr	smiles	AID inhibitor	UDG counterscr
61	CC1=C(C(=O)Nc2ccccc2)C(CC(C)C)n2nc(SCc3ccccc3C)nc2N1 (configuration not stated)	-7%	-4%
62	CCC1CN(C(=O)Nc2cccc3c2CCCC3)c2ccccc2O1 (configuration not stated)	5%	1%[57.5 µM]
63	COc1cc(-c2ccc(C)cc2)nc2ccc(C(=O)N3CCCC3)cc12	-16%	-4%
64	CCOc1cc(OCC)cc(C(=O)Nc2cccc(-c3nc4ccccc4[nH]3)c2)c1	1%	-5%
65	CCN1CCN(c2ncc3c(n2)CCN(Cc2cc(F)cc(F)c2)C3)CC1	287%[activator]	4%
66	COc1ccc(OC)c(CNC(=O)c2ncoc2-c2cccs2)c1	-22%	-11%
67	C=CCNc1nc(C(=O)OCC(=O)c2ccc(C(C)(C)C)cc2)cs1	15%	0%
68	Cc1cccc(N2CCN(CCCNc3ncnc4onc(-c5ccc(F)cc5)c34)CC2C)c1 (configuration not stated)	?	?
69	CCOc1ccc(C2=CC(c3cccc(Br)c3)n3c(nc4ccccc43)N2)cc1Cl (configuration not stated)	-4%[57.5 µM]	-8%[57.5 µM]
70	Cc1cc(C(=O)NNC(=S)NC(C)C)cs1	-6%	-5%

# Other entries follow:
nr	smiles	AID inhibitor	UDG counterscr
71	Cc1cccc(Nc2nc(N)nc(N)c2S(=O)(=O)c2ccccc2)c1	-12%	-4%
72	CC(C)CN(CCNC(=O)c1cn(C)c2ccc(S(=O)(=O)N3CCCC3)cc2c1=O)CC(C)C	15%[57.5 µM]	-8%[57.5 µM]
73	COc1cc(-c2nnn(CC(=O)NCc3ccccc3)n2)cc(OC)c1OC	11%	?
74	N#Cc1cc(NC(=O)C2CC2)ccc1OCC(F)(F)F	-1%	5%
75	COc1ccc(C)cc1NC(=O)CSc1ncc2c(n1)-c1ccc(Cl)cc1N(Cc1ccccc1)S2(=O)=O	96%[activator]	-5%
76	CCOc1ccc2nc(N3CCC(C(=O)Nc4cc(C)ccc4C)CC3)sc2c1	-12%	11%
77	Cc1ccccc1Cn1c(NCC2CCCO2)nc2c1c(=O)n(C)c(=O)n2C (configuration not stated)	0%	5%
78	OC[C@H]1NC[C@@H](O)[C@@H]1O	4%	2%
79	CCCCN(CC)CCNC(=O)CN1C(=O)COc2ccc(S(=O)(=O)N3CCCC3)cc21	-2%	5%
80	Cc1nc(-c2cccc(NC(=O)c3ccc4[nH]c(C)c(C)c4c3)c2)cs1	0%	-8%

# The results go on.
nr	smiles	AID inhibitor	UDG counterscr
81	COc1ccc(N2CCN(CCCNC(=O)Nc3ccccc3)CC2)cc1	-5%	0%
82	COc1ccc(C(=O)c2c(N)c(C(=O)Nc3cccc(OC)c3)c3ccccn23)cc1	14%	0%
83	Cc1cccc(C(=O)c2c(C)c(CCC#N)n3ccccc23)c1	-18%	-4%
84	COc1cc(C(CC(=O)Nc2ncccc2C)N2Cc3ccccc3C2=O)cc(OC)c1OC (configuration not stated)	17%	-2%
85	CCOC(=O)CNC(=O)CSc1cn(CC(=O)N2CCOCC2)c2ccccc12	49%[activator]	-7%
86	Cc1ccc(C)c(NC2=C(c3ccc(C(F)(F)F)cc3)C(=O)c3ccccc32)c1	28%	-2%
87	O=C(Nc1ccc(F)c(S(=O)(=O)N2CCOCC2)c1)c1ccccc1-c1ccccc1	3%	0%
88	C=CCNC(=O)c1ccccc1NC(=O)c1cccc(C#N)c1	-3%	0%
89	COc1ccc(NC(=O)C(C)n2cccn2)cc1Cl (configuration not stated)	-1%	0%
90	Cc1ccc(-n2ccnc(NCCc3ccccc3)c2=O)cc1C	10%	-6%

# Overlap with the part before: 5 entries, followed by the next part.
nr	smiles	AID inhibitor	UDG counterscr
86	Cc1ccc(C)c(NC2=C(c3ccc(C(F)(F)F)cc3)C(=O)c3ccccc32)c1	28%	-2%
87	O=C(Nc1ccc(F)c(S(=O)(=O)N2CCOCC2)c1)c1ccccc1-c1ccccc1	3%	0%
88	C=CCNC(=O)c1ccccc1NC(=O)c1cccc(C#N)c1	-3%	0%
89	COc1ccc(NC(=O)C(C)n2cccn2)cc1Cl (configuration not stated)	-1%	0%
90	Cc1ccc(-n2ccnc(NCCc3ccccc3)c2=O)cc1C	10%	-6%
91	Cc1ccc(OCC(=O)NCC2(N3CCOCC3)CCCCC2)cc1C	-9%	-4%[57.5 µM]
92	CCn1cc(CNC(=O)Nc2cccc(Cl)c2)c(C)n1	-4%	6%
93	COc1ccc(C2CC(=O)Nc3c2c(C)nn3-c2nc(C)cc(C)n2)c(OC)c1OC (configuration not stated)	-1%	-4%
94	CC(C)NC(=O)Cn1c(=O)nc(-c2ccccc2F)c2cc(Cl)ccc21	5%	-3%
95	COc1ccc(S(=O)(=O)NCC(=O)O)cc1	4%	-5%
96	Cc1cc2c(sc3ccccc32)c(C)n1	-7%	1%
97	Cc1ccc2ncc(C(=O)NC(C)c3ccccc3)c(=O)n2c1 (configuration not stated)	5%	-8%
98	CCCNC(=O)Cn1ncc2c3ccccc3n(CCC)c2c1=O	7%	-9%[57.5 µM]
99	O=C(NCCCN1CCN(c2ccccc2)CC1)c1nnc(Cc2c(F)cccc2Cl)o1	-1%	-4%
100	Cc1c(NC(=O)C(C)OC(=O)c2ccc3c(c2)OCO3)c(=O)n(-c2ccccc2)n1C (configuration not stated)	-7%	-5%

# The results go on:
nr	smiles	AID inhibitor	UDG counterscr
101	Cc1cccc(Oc2nc3c(C)cccn3c(=O)c2/C=C(\C#N)c2nc3ccccc3s2)c1	134%[57.5 µM]	-9%[57.5 µM]
102	O=C(CSc1nc2c([nH]c3ccccc32)c(=O)n1-c1ccc(Cl)cc1)N1CCc2ccccc21	2%	-8%
103	CCCSc1ncc(Cl)c(C(=O)Nc2sc3c(c2C(=O)NCCOC)CCCC3)n1	13%	2%
104	O=C(Nc1ccc(F)cc1)c1cccn1-c1nnc(N2CCCCC2)s1	-12%	6%
105	CCCCCNC(=O)CCn1c(=O)[nH]c2ccccc2c1=O	-7%	-8%
106	COc1ccc(CNC(=O)C(C)c2ccc3cc(OC)ccc3c2)cc1 (configuration not stated)	-5%	1%
107	COc1cccc(NC(=O)Cn2c(=O)n(CCc3ccccc3)c(=O)c3c4c(sc32)CN(C(C)=O)CC4)c1	-15%	-19%
108	COc1ccc(N2CCN(C(CNC(=O)c3cccc(OC)c3)c3cccnc3)CC2)cc1 (configuration not stated)	?	-3%
109	CCc1ccc(NC(=O)Cn2c(=O)n(Cc3ccc(C)cc3)c(=O)c3cccnc32)cc1	-15%	-26%
110	CC(C)C(=O)Nc1ccc(Sc2ccc(Br)cc2)cc1	-3%	0%

# Screens from PubChem.
